# CD40 NFkB inh: inhibitors of CD40-induced NF-kB signaling, primary screen, BL2 cells, luciferase reporter, single point | CD40L-induced, 4 h | inhibition, % at 10 µM | actives 0.94% (n = 83,000) | AID 1053188, 2014;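 active means mean inhibition of at least 50% with a set share of replicates also reaching that level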;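 further: 0% = neutral control wells and 100% = IKK inhibitor VII at 50 µM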
# An asterisk follows results filed as active; [ ] = another dose, or the depositor's remark. Some of the compounds tested; count on the stated rates, not on these rows.
SMILES,CD40 NFkB inh
CN(C)/C=N/c1sc2c(c1C(N)=O)CCCC2,18.1
O=C(NCC12CC3CC(CC(C3)C1)C2)c1nn2cccnc2c1Cl,-9.3
Cn1c(=O)c2c(nc(-n3ccnc3)n2C)n(C)c1=O,12.1
CCS(=O)(=O)Nc1ccc(C(=O)OC)cc1,4.3
CCCN(CCC)C(=O)CC(c1ccccc1)c1ccc(C)cc1O (stereo not drawn),13.6
Cc1[nH]nc2ncc(C(=O)c3cc(F)ccc3O)cc12,12.5
O=C(NC1=NCCS1)c1ccc(Cl)c(S(=O)(=O)N2CCCCCC2)c1,-21.9
O=C(Cc1c(O)c2ccccc2[nH]c1=O)NCc1cccc(F)c1,2.6
COc1ccc(NC(=O)C2=NN(c3ccccc3)C(=O)CC2)cn1,1.7
Cc1nc([N+](=O)[O-])c(N2CCOCC2)n1Cc1ccccc1,4.9
C[C@H](CO)N1C[C@H](C)[C@@H](CN(C)Cc2ccc3c(c2)OCO3)Oc2ccc(NC(=O)Nc3ccc(C(F)(F)F)cc3)cc2C1=O,13.5
CCOC(=O)c1cnn(-c2nc(-c3ccccc3)nc3c2COC(C)(C)C3)c1N,2.0
COCC(=O)NCc1nc2ccccc2[nH]1,-3.2
CCCOC(=O)Nc1cccc(C(C)=O)c1,0.3
CCOc1ccc(N2C(=O)CNC2=S)cc1,-4.2
C[C@H]1CN([C@@H](C)CO)C(=O)CCCn2nncc2CO[C@@H]1CN(C)C(=O)Nc1ccccc1C(F)(F)F,-5.8[25 µM]
CC(C)N(C[C@@H]1N[C@H](CO)[C@@H]1c1ccc(C2=CCCC2)cc1)C(=O)C1CC1,-3.2[25 µM]
N#C[C@@H]1[C@@H](c2ccccc2)[C@@H](CO)N1C(=O)c1ccc2c(c1)OCO2,3.9[25 µM]
C[C@H](O)C#Cc1ccc([C@@H]2[C@@H](CO)N3CCCCN(CC4CC4)C[C@H]23)cc1,-20.8[25 µM]
CCOC(=O)COc1ccc(CCNC(C)=O)cc1,1.0
CCOC(=O)N(C)C[C@@H]1OCc2cn(nn2)CCCC(=O)N([C@H](C)CO)C[C@@H]1C,-1.3
CC(C)C(NC(=O)c1ccc2c(c1)OCCO2)c1nc2ccccc2[nH]1 (stereo not drawn),1.9
O=C1NC2(CCCCC2)C(=O)N1/N=C/c1ccccc1Br,-62.3
c1ccc(Cn2c(-c3cncs3)nc3ccccc32)cc1,-67.4
CSc1nc2nc3c(cc2c(=O)n1-c1ccccc1)COC(C)(C)C3,1.5
COC(=O)c1cc(NS(=O)(=O)c2ccc(C)c3ccccc23)ccc1N1CCOCC1,19.1
Cc1ccc(-c2ccc(=O)n(CC(=O)Nc3ccc4c(c3)OCCO4)n2)cc1,-4.9
CC(C)(C)c1ccc(OCCC(=O)OCC(=O)Nc2ccc(N3CCOCC3)cc2)cc1,-2.6
CC(=O)Oc1ccc(C(=O)O)c(OC(C)=O)c1,7.6
Cn1nc(C(C)(C)C)cc1C(=O)N1CCCCC1c1cc(C(=O)NCc2cccnc2)no1 (stereo not drawn),11.6
CNC(=O)OC(C)CNS(=O)(=O)c1ccc(C)cc1 (stereo not drawn),6.1
N#C[C@H]1[C@H](c2ccc(C#Cc3ccc(F)cc3)cc2)[C@@H](CO)N1C(=O)C1CCC1,54.0*[25 µM]
COCC(=O)Nc1ccc(S(=O)(=O)Nc2onc(C)c2C)cc1,14.2
O=C(CN1CCC(C(=O)c2ccc3c(c2)OCCO3)CC1)NC1CCCC1,15.7
CN(C)c1ccc(/C=N/NC(=O)c2ccc(-n3cnnn3)cc2)cc1,0.4
COc1ccc(/C=C(\NC(=O)c2ccc(Cl)cc2)C(=O)NCc2cccnc2)cc1OC,-4.8
O=C(N/N=C/c1ccccc1O)C(=O)Nc1ccccn1,-41.9
COCc1cn(CC[C@@H]2CC[C@H](NC(=O)Nc3c(C)noc3C)[C@H](CO)O2)nn1,-8.1[25 µM]
CCOC(=O)C1(Cc2ccccc2C(F)(F)F)CCN(C2CCCC2)CC1,3.4
Cc1ccc(C(=O)COC(=O)CCc2ccc(S(=O)(=O)N3CCCCC3)cc2)cc1,4.1

# Individual results from the entries so far:
# `O=C(N/N=C/c1ccccc1O)C(=O)Nc1ccccn1` | CD40 NFkB inh = -41.9
# `O=C1NC2(CCCCC2)C(=O)N1/N=C/c1ccccc1Br` | CD40 NFkB inh = -62.3

# Seven compounds out of the list above, sorted by the value under CD40 NFkB inh, highest first:
mol	CD40 NFkB inh
CN(C)/C=N/c1sc2c(c1C(N)=O)CCCC2	18.1
CCCN(CCC)C(=O)CC(c1ccccc1)c1ccc(C)cc1O (stereo not drawn)	13.6
CC(=O)Oc1ccc(C(=O)O)c(OC(C)=O)c1	7.6
O=C(Cc1c(O)c2ccccc2[nH]c1=O)NCc1cccc(F)c1	2.6
CC(C)C(NC(=O)c1ccc2c(c1)OCCO2)c1nc2ccccc2[nH]1 (stereo not drawn)	1.9
CN(C)c1ccc(/C=N/NC(=O)c2ccc(-n3cnnn3)cc2)cc1	0.4
O=C1NC2(CCCCC2)C(=O)N1/N=C/c1ccccc1Br	-62.3

# Remaining list, next part:
SMILES,CD40 NFkB inh
CC(C)NC(=O)c1cccc(NC(=O)CC2SC(N3CCCCC3)=NC2=O)c1 (stereo not drawn),18.1
COc1cccc(CN2CC(C(=O)NCCN3CCOC3=O)CCC2=O)c1 (stereo not drawn),11.2
CCC(C)NC(=O)NCc1ccccc1F (stereo not drawn),4.7
CCCCn1nnnc1NCc1ccc(OC)c(OC)c1,15.5
O=C(N/N=C/c1ccccc1OC(=O)c1ccc2c(c1)OCO2)c1cccc(F)c1,-2.2
C[C@H](CO)N1C[C@H](C)[C@@H](CN(C)S(C)(=O)=O)OCc2cnnn2CCCC1=O,1.1[25 µM]
CCC[N+](C)(C)C(C)C(OC(C)=O)c1ccccc1 (stereo not drawn),9.2
C=CCNC(=O)c1ccc(C2SCC(=O)N2Cc2ccccc2)cc1 (stereo not drawn),7.2
CCOC(=O)C1(C)CCCCN1C(=O)c1ccc(F)c(C)c1 (stereo not drawn),17.5
CN(C)C(=O)c1cccc(-c2ccc([C@H]3[C@@H](C#N)N(C(=O)C4CCC4)[C@H]3CO)cc2)c1,20.7
CC(C)c1nn(-c2cc(C(F)(F)F)ccn2)c(=O)o1,10.6
O=C1COc2ccc(C(=O)c3ccccc3C(=O)NCc3ccccc3)cc2N1,8.3
CCCC(=O)Nc1ccc2c(c1)C(=O)N(C)C[C@H](OC)[C@@H](C)CN(Cc1ccc(F)cc1)[C@@H](C)CO2,13.2[25 µM]
Cc1ccccc1-c1n[nH]c(=S)n1/N=C/c1ccc(-c2ccccc2Br)o1,1.1
CC(=O)N(C)C[C@H]1Oc2ccccc2CC(=O)N(C)C[C@H]1C,-3.5
COc1ccccc1-n1cnnc1SCC(=O)NC1CCCC1,6.5
CCCCOC(=O)Nc1ccc(C(N)=O)cc1,-72.5
O=C(NC1CCCCC1)C1CCN(C(=O)NCc2ccccc2)CC1,4.4
CC(C)(C)C(=O)COC(=O)c1ccc(O)cc1,-13.0
Cn1nccc1NC(=O)c1nccnc1C(=O)O,9.7
CCCS(=O)(=O)NC(=O)C1(C)CCCN(C(=O)c2cc(C)nn2C(C)(C)C)C1 (stereo not drawn),3.1
O=C(c1ccc(Cn2cc(Cl)c([N+](=O)[O-])n2)cc1)N1CCN(Cc2ccccc2)CC1,6.7
COc1ccc(-c2ccc3n(c2=O)C[C@H]2[C@H](CO)[C@@H](C(=O)N(C)C)[C@@H]3N2C(=O)c2cnccn2)cc1,5.0[25 µM]
Cc1cccc(-c2ccc([C@@H]3[C@H](CO)N4CCCCN(CCC(F)(F)F)C[C@@H]34)cc2)c1,-32.7[25 µM]
Cc1cc(C(=O)NC2CCCCCC2)c2ccccc2n1,4.8
N#C[C@@H]1[C@@H](c2ccc(/C=C/c3ccccc3)cc2)[C@@H](CO)N1C(=O)C1CC1,-5.6
O=C(C1CCCC1)N1C[C@@H]2[C@H](c3ccccc31)[C@@H](CO)N2C(=O)c1ccccc1,2.8
COc1ccc(C2(CCN=Cc3ccc(N(C)C)cc3)CCOC(C)(C)C2)cc1 (stereo not drawn),-1.6
CC1CCc2[nH]c3ccc(C(=O)NCC4CCCO4)cc3c2C1 (stereo not drawn),-11.7
CC1CCCC(NC(=O)COC(=O)Cc2cn3ccsc3n2)C1C (stereo not drawn),1.9
Cn1c(NCCOc2ccccc2Cl)nc2cc(-c3ccc(F)cc3)sc2c1=O,11.8
C[C@@H]1CN([C@@H](C)CO)C(=O)c2cccc(NC(=O)c3nc4ccccc4s3)c2O[C@@H]1CN(C)Cc1ccc(C(F)(F)F)cc1,-2.2[25 µM]
CCCCOc1ccc(S(=O)(=O)N2CCN(c3ccc(N4CCN(CC)CC4)nn3)CC2)cc1,3.4
COc1ccc(S(=O)(=O)NCC2CCCN(Cc3cccnc3)C2)cc1 (stereo not drawn),7.3
Cc1cccc(-n2ncc3c2CCCC3NC(=O)CCN2Cc3ccccc3C2=O)c1C (stereo not drawn),1.4
CCOC(=O)c1c(NC(=O)CN(CC)CC)sc2c1CCN(C(=O)OCC)C2,10.2
Cc1cc(NC(=O)c2noc3c2CCCCC3)no1,-28.4
CN1C(=O)c2cc(NC(=O)Nc3ccccc3Cl)ccc2OC[C@@H]2O[C@@H](CC(=O)O)CC[C@H]21,-0.9[25 µM]
CCCNC(=O)C[C@@H]1C[C@@H]2c3cc(NC(=O)NC4CCCC4)ccc3O[C@@H]2[C@H](CO)O1,-1.0
CC(C)Cn1c(N)c(C=O)c(=O)n(C)c1=O,0.9

# 6 entries from above in a different format.
Molecule	CD40 NFkB inh
Cc1cc(C(=O)NC2CCCCCC2)c2ccccc2n1	4.8
N#C[C@@H]1[C@@H](c2ccc(/C=C/c3ccccc3)cc2)[C@@H](CO)N1C(=O)C1CC1	-5.6
O=C(C1CCCC1)N1C[C@@H]2[C@H](c3ccccc31)[C@@H](CO)N2C(=O)c1ccccc1	2.8
COc1ccc(C2(CCN=Cc3ccc(N(C)C)cc3)CCOC(C)(C)C2)cc1 (stereo not drawn)	-1.6
CC1CCc2[nH]c3ccc(C(=O)NCC4CCCO4)cc3c2C1 (stereo not drawn)	-11.7
CC1CCCC(NC(=O)COC(=O)Cc2cn3ccsc3n2)C1C (stereo not drawn)	1.9

# More records follow:
SMILES,CD40 NFkB inh
CN(C)c1ccc(NC(=O)Cn2c(=O)n(Cc3ccccc3)c(=O)c3ccccc32)cc1,8.6
CC1(C)Cc2c(sc3nc(-c4cc5ccccc5o4)n(N)c(=O)c23)CO1,-75.0
COc1ccc(CNC(=O)CCn2c(=O)[nH]c3ccccc3c2=O)cc1,6.9
CNC[C@H]1OCc2ccccc2-c2c(n(C)c3ccccc23)C(=O)N([C@@H](C)CO)C[C@H]1C,-17.8
COc1cc2[nH]c(C(=O)N3CCc4ccccc43)cc2c(OC)c1OC,-48.9
CC(=O)c1c(C)[nH]c(C(=O)CSc2nnc(NC3CC3)s2)c1C,2.5
COCCn1c(SCC(=O)NCCCN2CCCC2=O)nc2sc3c(c2c1=O)CCCC3,-8.6
C[C@H]1CN([C@@H](C)CO)C(=O)c2cccc(NS(=O)(=O)c3ccc(F)cc3)c2O[C@H]1CN(C)Cc1ccc(C(F)(F)F)cc1,12.2
COc1ccc(-c2cc(NC=O)c3ncc(-c4ccc(C(C)=O)cc4)n3c2)cc1OC,-0.8
COc1ccc(NC(=S)NCc2cccnc2)cc1OC,-20.1
COc1ccc(S(=O)(=O)Nc2ccc3c(c2)C(=O)N([C@H](C)CO)C[C@H](C)[C@H](CN(C)S(=O)(=O)c2ccc(Cl)cc2)OCCCC[C@@H](C)O3)cc1,2.9[25 µM]
CC(=O)Nc1nc(C)c(C(C)(C)C)s1,4.9
Cn1c(-c2ccccc2)cnc1NCc1cccc([N+](=O)[O-])c1,-16.3
O=S(=O)(c1cccs1)N1CCN(S(=O)(=O)c2cccs2)CC1,6.0
CCN(CC)S(=O)(=O)c1ccc(N2CCOCC2)c(NC(=O)C2CC2)c1,-0.3
CCOC(=O)C1(CCc2ccccc2)CCN(Cc2c(O)cccc2OC)CC1,13.9
O=C(O)c1ccccc1C(=O)Nc1nc(-c2ccc3ccccc3c2)cs1,-34.1
O=S(=O)(c1ccccc1)N1CCC(O)(CSc2ccccc2)CC1,2.4
CN1CCN(C(=O)c2ccc(-c3cccs3)s2)CC1,-72.6
CCC(=O)N1C[C@H](C)[C@H](OC)CN(C)C(=O)c2cc(NC(=O)Nc3ccc(Cl)cc3)ccc2OC[C@H]1C,2.6[25 µM]
Cc1ccc(S(=O)(=O)N2CCCC2C(=O)NCCc2nc3ccccc3[nH]2)cc1 (stereo not drawn),9.2
COc1cc2c(cc1OC)CN(C(=O)CCNS(=O)(=O)c1ccccc1F)CC2,5.5
CCCC(=O)N1CC2(C1)CN(S(=O)(=O)c1ccc(C)cc1)[C@H](CO)c1[nH]c3cc(OC)ccc3c12,1.4[25 µM]
Cc1ccnc(NS(=O)(=O)c2ccc3ccccc3c2)n1,9.4
Cc1ccccc1P(=O)(c1ccccc1)c1ccccc1C,6.1
CC(=O)c1ccc(OCCCC(=O)Nc2cc(Cl)ccc2-n2cncn2)cc1,12.5
COc1ccc(OCCSc2nc(C)nc3ccccc23)cc1,-2.5
COc1ccc(-n2ncc3c(NCc4ccco4)ncnc32)cc1,-69.1
CC(C)CC(N)c1csc(NC(=O)NCCc2ccccc2)n1 (stereo not drawn),0.2
COC(=O)c1ccc(/C=N/OCC(=O)NC2CCCCCCC2)cc1,-9.0
CCCCc1nc2cc(C(=O)N3CCNC(=O)C3)ccc2o1,-10.3
COCCn1c(N)c(N(Cc2ccccc2)C(=O)c2cc(=O)[nH]c3ccccc23)c(=O)[nH]c1=O,5.1
Cc1noc(C)c1CCC(=O)O,-0.3
O=S(=O)(Cc1ccc(Cl)cc1)NCC1CCCO1 (stereo not drawn),14.9
COc1ccccc1NC(=O)Nc1nc(CC(=O)Nc2ccc(F)c(F)c2)cs1,7.2
c1ccc(-n2cnnc2SCc2cn3ccccc3n2)cc1,13.5
O=C1Nc2ccccc2SC1c1ccccc1 (stereo not drawn),2.0
Cc1ccc2[nH]c(=O)c(CN(Cc3ccco3)C(=O)CN3CCCC(C)C3)cc2c1 (stereo not drawn),7.5
O=C(O)c1ccc(-n2nc(C(F)(F)F)c3c2-c2ccoc2CC3)cc1,5.1
CC(C)C[C@H](NC(=O)NCCc1ccc(Cl)cc1)C(=O)O,7.7

# Bioassay records from PubChem.
